MT stabilize HCS – stabilizes microtubules in HeLa cells | HeLa tubulin immunostaining HCS, 24 h; share of cells brighter than vehicle mean+2SD | % tubulin-high responders, % at 10 µM | 0.83% of 200,000 active | AID 2205;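 active means plate Z-score above 3 for both tubulin-high and condensed-nucleus cell shares, with cell loss under 80%, at 10 µM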;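 further: anti alpha tubulin signal scored within the nucleus-defined area of each cell; some results filed as inactive read as strong as hits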
Autophagy HCS – alters autophagy in cells | calls only at 10 µM (by protocol) | AID 463193 | 0.98% of 190,000 active | MEF GFP-LC3 puncta imaging; test concentration mostly 10 µM;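 active means percentage of spot-positive cells more than 3 SD above its plate mean, without a fluorescence outlier flag or 80% toxicity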;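 further: spot-positive cell cutoff set from DMSO-treated cells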
TNAP activators – human TNAP enzyme activators, primary screen, biochemical, luminescent, no phosphate acceptor, uHTS (AID 1001); 0.03% of 200,000 active; purified TNAP, luminescent activation assay, no phosphate acceptor; higher activation fold means a stronger effect; activation fold at 20 µM, or EC50 in µM where a hit was titrated; in the data active means activation fold from about 3, or a potency from the dose series; inactive means the rest, 99 in 100 with activation fold below about 1.6; further: many of its hits are not listed in these tables
Lipid droplet – hepatic lipid droplet formation modulation; AML12 mouse hepatocytes, oleate lipid droplets, BODIPY imaging; inhibition, % at 6.5 µM; 0.4% of 240,000 active; AID 1656;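 active means lipid droplet intensity inhibited by at least 50%, with more than 500 cells counted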
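material = mouse AML12 hepatocyte cell line, fixed after treatment | also added = 100 µM oleic acid challenge | doses = compound at 6.5 µM only | schedule = overnight exposure | technique = Image-based BODIPY and DAPI two-channel analysis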
b-catenin transl – beta-catenin nuclear translocation modulation; HeLa beta-catenin nuclear translocation, immunofluorescence imaging; nuclear translocation activity, % at 5 µM; 0.3% of 190,000 active;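 active means nuclear translocation activity above 50% at 5 µM, with a well cell count of 50 or more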;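 further: per-cell ratio of nuclear to cytoplasmic median beta-catenin stain intensity; plate controls were DMSO negative control for no effect and GSK-3 inhibitor IX positive control for full effect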
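Test system: human HeLa cells, endogenous beta-catenin. Times: 24 h compound exposure, 37°C. Measured by: beta-catenin immunofluorescence imaging with DAPI.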
human PMI inhibition – MPI enzyme activity inhibition – biochemical, fluorescence intensity, coupled assay, primary screen (AID 1209); purified PMI enzyme, coupled fluorescence intensity; higher % means a stronger effect; inhibition, % at 20 µM; hits with a dose series show IC50 in µM; 0.42% of 190,000 active;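 further: plate controls were DMSO vehicle for no effect and wells lacking substrate for full effect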
PMI inhibition – MPI inhibition at elevated mannose 6-phosphate – biochemical, fluorescence intensity, high mannose 6-phosphate, primary screen (AID 1220) | recombinant PMI enzyme, coupled fluorescence intensity; higher % means a stronger effect | inhibition, % at 20 µM, or IC50 in µM where a hit was titrated | 0.66% of 190,000 active
Insulin prom up – MIN6 insulin promoter up-regulation | z-score at 5 µM | MIN6 insulin promoter-GFP reporter, high-content imaging; stronger effect = higher value | 0.3% of 190,000 active;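 active means z-score above 3 at 5 µM with at least 500 cells counted in the well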
T cell modulator – modulates CD8 T cell binding to vesicles; 2C CD8+ T cell-vesicle binding, flow cytometry; stronger effect = lower value; calls only at 7 µM; 0.068% of 330,000 active;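 active means response, share of CD8 T cells binding vesicles, and their 90th percentile fluorescence all below set limits, cut at about 80% in these data, passing the limit was not always enough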
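Test system: purified 2C TCR transgenic mouse naive CD8+ T cells. Probe or stimulus: QL9-peptide-loaded Drosophila micro-vesicles bearing Ld, ICAM-1 and B7-1. Incubation: binding step 1.5 h, 37 °C, antibody labelling 20 min, ice. Measured by: flow cytometry of vesicle-bound cells.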
Insulin prom up cell count – further read-out of Insulin prom up, marked with its call; cell count; measured here: cytotoxicity, nuclei count;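 total cells summed across four imaged fields per well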
Lipid droplet cells 6.5 µM – further read-out of Lipid droplet, marked with its call; cell count; measured here: cell count, cytotoxicity flag;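 cells counted across two imaged fields per well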
b-catenin transl cell count 5 µM – also measured in b-catenin transl; calls as there; cell count; measured here: cell count, cytotoxicity flag
T cell modulator vesicle-bound % – also measured in T cell modulator; calls as there; double positive events, %; measured here: CD8+ vesicle-bound cell fraction;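 binding gate set so that unloaded-vesicle control wells show 10% double positive cells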
MT stabilize HCS Hoechst-high % – also measured in MT stabilize HCS; calls as there; % Hoechst-high responders; measured here: nuclear condensation Hoechst responders;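 share of cells brighter than vehicle mean plus two SD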
MT stabilize HCS cytotoxicity % – recorded beside MT stabilize HCS, whose call it bears; toxicity, %; measured here: cytotoxicity by cell density;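 0% = mean cell density of plate MIN control wells and 100% = no cells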
Autophagy HCS cell loss 18 h – recorded beside Autophagy HCS, whose call it bears; toxicity, %; measured here: cell loss, nuclei count;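 cell loss after 18 h compound exposure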
* hit, by the source's call; i = inactive; . = no result given. Unless noted, no stated cut-off is given here; in the data, active means inhibition above about 50%; inactive means the rest.

SMILES	MT stabilize HCS	MT stabilize HCS Hoechst-high %	MT stabilize HCS cytotoxicity %	Autophagy HCS	Autophagy HCS cell loss 18 h	TNAP activators	Lipid droplet	Lipid droplet cells 6.5 µM	b-catenin transl	b-catenin transl cell count 5 µM	human PMI inhibition	PMI inhibition	Insulin prom up	Insulin prom up cell count	T cell modulator	T cell modulator vesicle-bound %
CC(Oc1ccc(Br)cc1Br)C(=O)NC1CCCC1 (stereo not given)	2.6	1.8	8.5	i	-4	1.1	5	654	0.4	967	6%	2%	0.74	1429	i	22
COc1ccc(S(=O)(=O)N2CCC(N3CCN(c4ccccc4OC)CC3)CC2)cc1	.	.	.	.	.	.	0	714	0.5	1348	.	.	-0.24	1429	i	53
O=C(CN1CCCCCC1)N1c2ccccc2Sc2ccc(C(F)(F)F)cc21	3.5	1.5	8.5	i	-4	1.1	-17	663	-0.4	1134	-6%	-14%	-1.3	708	i	30
O=P(O)(c1ccccc1)c1ccccc1O	3.7	4.2	5.8	i	-7	1	.	.	-1.2	1183	10%	6%	0.31	1353	i	26
COC(=O)Cn1cc(C(=O)OC)cc(Br)c1=O	3.3	3.6	7.1	i	-2	1	.	.	-1.2	683	-2%	2%	1.1	1032	i	34
Cn1cnc([N+](=O)[O-])c1Sc1ncnc2nc[nH]c12	.	.	.	.	.	.	-6	663	1.5	1116	.	.	-0.39	1094	i	55
N/C(=N\OC(=O)CCCOc1ccccc1)c1ccncc1	2.1	1.4	1.2	i	-15	1.1	3	680	-2.8	1091	2%	8%	-0.39	1557	i	64
O=C1c2[nH]nc(-c3ccccc3O)c2C(c2cccc(Cl)c2)N1CC1CCCO1 (stereo not given)	3.0	3.1	6.6	i	-8	1.9	-13	658	-0.2	1109	14%	14%	-0.53	1122	i	56
COc1ccccc1N1CCN(Cc2cc(Br)c(O)c3ncccc23)CC1	10	1.1	20	i	38	0.9	.	.	.	.	25%	44%	-0.6	961	i	14
O=C(NCc1ccccc1F)c1cccs1	3.0	2.2	2.6	i	1	1.1	-3	625	-1.1	1097	1%	-4%	.	.	i	32
CCc1nnc(NC(=O)CCC(=O)NCC2CCCO2)s1 (stereo not given)	6.8	3.4	7.4	i	22	1.1	7	765	-0.9	1286	3%	-9%	-0.57	1278	i	57
CCOC(=O)C1=C(C)NC(SC(C)=O)=NC1c1ccc(OC(C)=O)c(OC)c1 (stereo not given)	1.8	1.2	9.5	i	-6	1.1	4	710	-4.4	1190	18%	4%	-0.61	1354	i	53
O=C(NN1C(=O)c2ccccc2NC1c1cccnc1)c1ccccc1 (stereo not given)	1.6	2.0	5.7	i	-43	1.1	10	741	-1.1	526	-17%	-6%	.	.	i	12
CN(C)C(=O)Cn1c(SCC(=O)NC2CCCCC2)nc2ccccc21	3.5	3.0	13	i	-4	1.1	-14	754	-1.2	1259	3%	9%	.	.	i	10
COC(=O)NCC(c1cccnc1)N1CCN(c2ccccc2F)CC1 (stereo not given)	3.6	2.6	11	i	2	1.1	-1	739	0.4	996	-10%	-10%	-0.32	1117	i	12
C=CCNC(=O)C(C(=O)OCC)C1CCCCC1 (stereo not given)	3.5	2.3	1.3	i	19	1.1	10	723	.	.	-3%	2%	.	.	i	36
CC1(C)CCc2cc(-c3ccnc(=S)[nH]3)ccc2O1	.	.	.	.	.	.	-2	682	-2.1	1100	.	.	-0.31	1485	i	48
C/C(=N\Nc1nc2ccccc2[nH]1)c1ccc(C)o1	6.8	1.6	8.7	i	13	1.6	-11	552	1.8	1051	8%	1%	-0.66	1081	i	47
O=C(CSc1nnc(CNC(=O)c2c(F)cccc2Cl)o1)NCc1ccc2c(c1)OCO2	2.2	1.2	10	i	6	1.1	6	760	-3.7	1259	22%	9%	0.07	1177	i	47
O=C(CSCc1cnn(-c2ccccc2)c1-n1cccc1)NCC1CCCO1 (stereo not given)	1.5	1.4	15	i	-23	1.2	.	.	.	.	3%	1%	-1.4	875	i	28
Cc1ccc(CC(=O)Nc2nncs2)cc1	2.6	1.3	8.7	i	6	1.1	2	734	-1.4	1243	-3%	3%	0.39	1149	i	9
C=CCN1C(=O)/C(=C2/C(=O)N(CC(=O)O)c3ccccc32)S/C1=N/c1nccs1	3.8	1.8	5.5	i	-25	0.9	.	.	-1.4	1438	10%	17%	0.57	1547	.	.
COc1ccc(C(=O)Nc2ccc(N3CCOCC3)cc2)cc1S(=O)(=O)NC1CCCC1	1.6	2.1	4.2	i	-6	1.1	2	708	-0.2	1047	1%	-3%	-0.64	1141	i	61
O=S(=O)(NC1=NCCC1)c1cccc(NC(=S)NCCc2ccccc2)c1	3.6	2.4	7.4	i	6	1.1	-8	674	0.4	919	2%	-1%	.	.	i	15
COCCn1c(C)cc(C(=O)CSc2nnc(C)s2)c1C	4.5	2.6	13	i	-16	1.1	5	738	-2.6	1189	18%	-1%	0.91	1268	i	31

More entries.
SMILES	MT stabilize HCS	MT stabilize HCS Hoechst-high %	MT stabilize HCS cytotoxicity %	Autophagy HCS	Autophagy HCS cell loss 18 h	TNAP activators	Lipid droplet	Lipid droplet cells 6.5 µM	b-catenin transl	b-catenin transl cell count 5 µM	human PMI inhibition	PMI inhibition	Insulin prom up	Insulin prom up cell count	T cell modulator	T cell modulator vesicle-bound %
Cc1cc(C=O)c(C)n1-c1cc(C(=O)O)cc(C(=O)O)c1	1.8	2.1	1.5	i	13	1	-1	588	-0.1	1542	-10%	-1%	.	.	i	47
O=C(COC(=O)Cc1ccc(Cl)cc1)Nc1c(F)cccc1F	1.9	2.3	7.9	i	1	1.1	27	685	-1.3	1226	-8%	2%	-0.4	1297	i	61
CCn1c(SCC(=O)NCc2ccco2)nnc1-c1ccc(N)cc1	5.2	1.8	5.3	i	1	1.1	.	.	-2.0	778	-5%	-9%	-0.93	1465	i	8
CCc1ccc(NC(=O)CSc2nc3cc(C(=O)OC)ccc3c(=O)n2Cc2ccco2)cc1	6.8	2.4	1.8	i	3	0.9	.	.	-0.4	1304	-8%	-5%	0.14	1545	i	54
O=C(O)COn1c(-c2ccccc2)nc2ccc([N+](=O)[O-])cc21	4.4	1.9	3.3	i	-24	1.1	-9	666	1.8	1543	-27%	23%	-0.8	1414	i	54
CCN1C(=O)/C(=C/C=C2/Sc3ccccc3N2CCO)SC1=S	14	3.1	5.9	i	1	0.7	47	693	.	.	4%	8%	1.4	1224	i	59
COc1nc(OC)nc(N2CCC(C(=O)NCc3ccc(F)cc3)CC2)n1	3.8	3.0	1.7	i	-42	1.1	.	.	-2.8	933	3%	1%	-0.21	1745	i	8
CCOc1ccccc1N1CCN(CC(=O)NC(=O)NCc2ccco2)CC1	2.8	1.4	9.8	i	19	1.1	4	673	-1.6	1074	22%	3%	-1	1368	i	8
O=c1[nH]cnc2c1C1(CCCC1)Cc1ccccc1-2	3.1	2.1	5.4	i	-7	0.9	15	671	0.2	1027	10%	3%	0.36	1556	i	59
N#Cc1ccc(C(=O)NCC(c2ccco2)N2CCCCC2)cc1 (stereo not given)	2.4	1.4	6.9	i	0	1.1	-5	739	6.1	966	5%	4%	.	.	i	28
C/C(O)=C(/C=Nc1ccccc1)C(=O)Nc1ccccc1	4.1	2.0	2.0	i	0	1.1	2	687	1.6	1042	-8%	-5%	0.96	1331	i	50
COc1ccc(Br)cc1CN(C)CC(=O)Nc1ccccc1Cl	4.6	3.1	8.0	i	6	1	-28	673	0.0	1118	16%	9%	-0.03	1618	i	46
CC(C)CCN=Cc1c(O)n(-c2ccccc2)c(=O)c2ccccc12	0.9	1.1	8.3	i	-15	1.2	7	758	.	.	0%	6%	0.29	1027	i	18
CCn1c(=O)c2cc(C(=O)N(C)c3cc(C)ccc3OC)sc2c2ccccc21	.	.	.	.	.	.	-7	690	-0.5	1368	.	.	-0.08	1081	i	30
CC(CCn1cccn1)NC(=O)CCc1nnc(CCc2ccccc2)o1 (stereo not given)	2.5	1.7	6.9	i	2	1	8	706	-0.3	1591	.	.	.	.	i	44
COC(=O)c1sc(S(=O)(=O)NCCCN(C)C)c(C(=O)OC)c1C	1.4	2.6	13	i	2	1.1	-2	717	0.7	1082	-4%	-4%	0.29	1185	i	37
Cc1cc(-c2ccccc2)nc(N/N=C/c2cccnc2)n1	1.2	1.7	0.5	i	3	1.1	4	742	-1.2	951	7%	5%	-0.33	1625	i	30
COc1ccc(CN2C(=O)C(=O)N(CC(N)=O)C2=O)cc1	4.4	1.9	2.6	i	13	1	2	721	-1.5	1095	-2%	-3%	-0.5	1163	i	55
O=C1C(C2=NC(c3ccccn3)C3C(=O)N(c4ccc(OC(F)(F)F)cc4)C(=O)C23)=C(O)c2ccccc21 (stereo not given)	.	.	.	.	.	.	10	696	2.1	1285	.	.	-0.47	1132	i	50
O=C(C1CC1)N1N=C(C2CCCCC2)CC1(O)C(F)(F)F (stereo not given)	2.6	1.3	10.0	i	-3	1.1	20	719	1.5	999	7%	3%	-1.5	1480	i	19

High-throughput results (PubChem BioAssay)
